TEAD-YAP block = TEAD-YAP interaction inhibition; HEK-TIYL cells, TEAD-Gal4/YAP UAS-luciferase luminescence; inhibition, % at 9.12 µM; 640,000 tested, 1.4% active; in the data active means inhibition above about 32%;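 further: 0% = median of test compound wells and 100% = reference inhibitor wells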
GPR151 ag = activators of human GPR151; Q8TDV0; PathHunter beta-arrestin GPR151 cells, luminescence; activation, % at 11.2 µM; 650,000 tested, 1% active; in the data active means activation above about 4.9%;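 further: 0% = median of compound wells and 100% = cells with positive control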
MITF inh = human MITF inhibition, primary screen; 650,000 tested, 0.91% active; inhibition, % at 2.6 µM; O75030; AlphaScreen MITF homodimerization, bead proximity signal; in the data active means inhibition above about 50%;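 further: 0% = vehicle wells with protein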
FBW7 activator = human FBW7 E3 ligase activation, primary screen; Q969H0; AlphaScreen FBW7–phospho-cyclin E peptide binding, activator screen; normalized activity (activation), % at 26.1 µM; 650,000 tested, 0.13% active; in the data active means normalized activity above about 1.9%;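 further: purified mutant Fbw7 with reduced substrate affinity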
Target sequence (Q969H0 whole entry, looked up): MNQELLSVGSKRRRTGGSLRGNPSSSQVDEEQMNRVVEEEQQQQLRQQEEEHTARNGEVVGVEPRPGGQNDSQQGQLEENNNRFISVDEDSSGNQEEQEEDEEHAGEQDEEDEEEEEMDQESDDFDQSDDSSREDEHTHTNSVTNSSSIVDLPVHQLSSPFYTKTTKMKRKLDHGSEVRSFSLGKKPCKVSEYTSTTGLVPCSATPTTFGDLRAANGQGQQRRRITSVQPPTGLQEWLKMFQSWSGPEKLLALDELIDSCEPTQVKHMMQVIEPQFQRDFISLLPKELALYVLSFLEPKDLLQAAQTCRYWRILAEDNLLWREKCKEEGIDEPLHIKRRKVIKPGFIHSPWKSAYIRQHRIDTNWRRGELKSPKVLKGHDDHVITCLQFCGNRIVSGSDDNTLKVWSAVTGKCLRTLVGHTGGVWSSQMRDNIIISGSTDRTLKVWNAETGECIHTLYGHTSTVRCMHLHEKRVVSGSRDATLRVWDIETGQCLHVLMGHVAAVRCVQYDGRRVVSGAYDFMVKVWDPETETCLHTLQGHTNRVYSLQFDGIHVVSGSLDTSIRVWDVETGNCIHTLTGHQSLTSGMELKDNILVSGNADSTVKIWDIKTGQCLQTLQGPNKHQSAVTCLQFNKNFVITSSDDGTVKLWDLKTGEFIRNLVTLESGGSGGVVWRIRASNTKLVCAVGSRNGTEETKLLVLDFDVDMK
* marks the source's active call; other numbers are inactive results.

Sample of the layout, six compounds:
SMILES	TEAD-YAP block	GPR151 ag	MITF inh	FBW7 activator
CC(C)CNC(=O)c1cc(C2CC2)on1	-24	-0.4	4	0.0
Cc1cccc(N2CCN(C(=O)Cn3c(=O)[nH]c4ccsc4c3=O)CC2C)c1 (centres undefined)	8	0.4	-2	-0.1
CCc1cccc(OCC(=O)Nc2cc([N+](=O)[O-])ccc2O)c1	-30	4.5	-2	-0.3
Fc1ccc(CN(Cc2ccccc2)C(=S)NC2CCCCC2)cc1	2	1.8	-7	0.1
O=C(NCCCN1CCOCC1)c1ccc2c(c1)NC(=O)C(CSCc1ccc(Cl)cc1)N2 (centres undefined)	-1	-0.4	15	0.1
COc1ccccc1OCC(=O)Nc1ccc(Br)c(C)c1	-24	1.8	1	0.2

The list itself, previewed entries included:
SMILES	TEAD-YAP block	GPR151 ag	MITF inh	FBW7 activator
CC(C)CNC(=O)c1cc(C2CC2)on1	-24	-0.4	4	0.0
Cc1cccc(N2CCN(C(=O)Cn3c(=O)[nH]c4ccsc4c3=O)CC2C)c1 (centres undefined)	8	0.4	-2	-0.1
CCc1cccc(OCC(=O)Nc2cc([N+](=O)[O-])ccc2O)c1	-30	4.5	-2	-0.3
Fc1ccc(CN(Cc2ccccc2)C(=S)NC2CCCCC2)cc1	2	1.8	-7	0.1
O=C(NCCCN1CCOCC1)c1ccc2c(c1)NC(=O)C(CSCc1ccc(Cl)cc1)N2 (centres undefined)	-1	-0.4	15	0.1
COc1ccccc1OCC(=O)Nc1ccc(Br)c(C)c1	-24	1.8	1	0.2
COc1ccc(-c2cc(C(=O)N3CCN(c4cccc(Cl)c4)CC3)no2)cc1	-4	-1.4	-2	0.0
CN(C)c1ccc(C(CNC(=O)COc2ccccc2F)N2CCOCC2)cc1 (centres undefined)	-2	2.5	-1	0.2
CCOc1ccc(CN2CCN(S(=O)(=O)c3ccc(OC)cc3)CC2)cc1	8	-1.1	57*	0.2
O=S(=O)(c1ccccc1)N1CCN(C(=S)c2cccc(Br)c2)CC1	-1	4.5	-4	-0.5
COc1ccccc1CNC(=O)C(=O)NCc1ccco1	-9	-0.9	7	0.1
COc1ccc2cc3cc(C(=O)NCCCN4CCCC4=O)oc3nc2c1	-21	2.2	5	0.4
COc1ccc([N+](=O)[O-])cc1NC(=O)c1sc2ncnc(N3CCc4ccccc4C3)c2c1C	-4	0.0	2	0.0
O=C(c1cccc(C(F)(F)F)c1)N1CC(=O)N(CCc2ccccc2)C(=O)C1	3	0.4	4	0.1
O=C(Nc1ccc(F)cc1)Nc1ccc(I)cc1	-30	0.7	7	0.0
COC(=O)Cn1c(=O)c2c(nc3n(C4CCCCC4)c(C)c(C)n23)n(C)c1=O	12	2.4	-1	0.0
FC(F)(F)c1ccc(Cn2cnc3c(NCCN4CCOCC4)nc(Nc4ccccc4)nc32)cc1	-6	1.4	-1	0.0
CCOc1ccccc1Nc1nc2ccccc2n2nnnc12	-20	0.3	20	0.1
O=C(CCc1nnc2n(CCc3ccccc3)c(=O)c3ccccc3n12)Nc1ccccc1	13	2.0	9	0.0
S=c1[nH]nc(-c2ccccc2)n1CC1CCCO1 (centres undefined)	-7	-0.1	-24	0.0
Cc1cccc(NC(=O)c2cc(S(=O)(=O)N3CCCc4ccccc43)ccc2F)c1C	2	-0.2	24	0.0
O=C(Nc1ccccc1)C1CCCN1C(=O)NC1CCCCC1 (centres undefined)	0	0.3	-8	0.0
O=C(CCCCCn1c(=S)[nH]c2ccccc2c1=O)Nc1ccc(Oc2ccccc2)cc1	-2	-1.6	5	0.0
CCOC(=O)c1cccc(Nc2nc(-c3ccc(Cl)cc3)nc3ccccc23)c1	-13	1.1	1	-0.2
CC1CN(CCC(=O)NCc2csc(-c3cccs3)n2)Cc2ccccc2O1 (centres undefined)	-8	-0.4	1	-0.1
CN(C)c1nc(SCCOC(=O)c2ccccc2)nc(N(C)C)n1	1	2.2	2	-0.2
CCOc1ccccc1NS(=O)(=O)c1c(C)n(C)c(=O)n(C)c1=O	8	0.4	-3	0.3
O=C(Nc1ccc2ccccc2c1)OCCOc1ccccc1	-7	-1.3	13	0.9
Cc1ccc(S(=O)(=O)c2nc(S(C)(=O)=O)sc2N(C)C)cc1	4	1.4	-9	-0.1
O=C(CSc1ccc2ccccc2n1)NNC(=O)c1ccc(Cl)cc1	5	0.2	-3	0.0
O=C1Nc2cc(C(=O)N3CCC4(CC3)OCCO4)ccc2SC1N1CCCCC1 (centres undefined)	3	1.9	0	-0.1
O=C(c1nc2ccccn2c1CNCCCn1cccn1)N1CCCC1	4	0.0	6	0.1
CCC(=O)c1ccc(OCC(O)CN2CCN(c3ccccc3F)CC2)cc1 (centres undefined)	-2	1.0	8	-0.1
CCOC(=O)Cn1nnnc1C(CC)N(CCO)Cc1cc2cc(C)c(C)cc2[nH]c1=O (centres undefined)	0	0.8	6	-0.1
CCOC(=O)COc1ccc2c(C)cc(=O)oc2c1C(C)=O	1	1.1	3	-0.1
CCS(=O)(=O)N1CCC(c2ccc(F)cc2)CC1	-4	0.4	1	0.1
CCOC(=O)CS(=O)(=O)c1ccc(S(C)(=O)=O)cc1[N+](=O)[O-]	-27	-2.1	4	0.9
COc1cc2nc(Nc3ccc(C(F)(F)F)cc3)nc(Nc3ccccc3)c2cc1OC	-5	-1.0	1	0.1
Fc1ccccc1OCCCn1ccnc1	-2	0.9	-10	-0.2
Cc1nc(-c2cncc(-c3ccc(F)cc3)c2)cc(N2CCC3(CC2)OCCO3)n1	-2	1.2	7	0.0

3 compounds from above, showing only TEAD-YAP block, MITF inh and GPR151 ag.
Molecule	TEAD-YAP block	MITF inh	GPR151 ag
CCOC(=O)COc1ccc2c(C)cc(=O)oc2c1C(C)=O	1	3	1.1
CCOC(=O)Cn1nnnc1C(CC)N(CCO)Cc1cc2cc(C)c(C)cc2[nH]c1=O (centres undefined)	0	6	0.8
CCOC(=O)CS(=O)(=O)c1ccc(S(C)(=O)=O)cc1[N+](=O)[O-]	-27	4	-2.1

Next section:
SMILES	TEAD-YAP block	GPR151 ag	MITF inh	FBW7 activator
CCOc1cc(CNCc2cccnc2)ccc1OCC(=O)NC(C)(C)C	-2	-0.1	14	0.5
O=C(Cc1cccc2ccccc12)Nc1ccc([N+](=O)[O-])cc1O	2	0.6	6	-0.2
O=C(COC(=O)/C=C/c1ccc(Br)o1)NC1CCCCCCC1	4	1.3	2	0.3
O=C(CCC1CCCCC1)Nc1nc2ccc(S(=O)(=O)N3CCOCC3)cc2s1	7	-0.1	2	0.0
COc1ccc(C2CC(=O)C3=C(C2)Nc2ccccc2NC3c2cc(OC)c(OC)c(OC)c2)cc1 (centres undefined)	3	1.7	11	0.1
CN(C(=O)Cc1c(C(=O)O)n(C)c2ccccc12)c1cccc(Cl)c1	0	-1.4	9	0.1
CCOc1ccc(NC(=O)NC(=O)N(c2ccc(Cl)cc2)S(=O)(=O)c2ccc(C)cc2)cc1	-4	2.3	1	-0.1
COc1cc(/C=N/NC(=O)c2ccco2)cc(Br)c1OC	-18	0.2	14	0.6
S=C(NCc1ccc(Cl)cc1)Nc1ccc(Cl)c(Cl)c1	-2	-1.6	4	0.1
C/C(=N/NC(=O)c1cc(-c2ccc(C)s2)[nH]n1)c1ccc(C)cc1	-10	-0.3	8	0.5
O=C(CC1C(=O)NCCN1Cc1ccc(-c2ccccc2)cc1)NCCc1cnccn1 (centres undefined)	5	-0.1	-4	0.0
Cc1ccc(-n2c(C)cc(/C=C3/C(=N)N4C=CSC4=NC3=O)c2C)cc1	8	0.6	12	-0.1
CSc1ccc(CC(=O)Nc2nc(-c3ccc(F)cc3)cs2)cc1	-6	4.2	8	-0.1
O=C(CCSCc1cccc(F)c1)N1CCN(c2ccccc2F)CC1	-10	-0.5	-5	0.0
CCOc1ccc(NC(=O)/C(C#N)=C\c2ccc(O)cc2)cc1	-6	-2.3	1	-0.1
COc1cccc(C2=NC(C)(C)NC(c3cc(Cl)ccc3O)C2)c1 (centres undefined)	-8	0.1	-7	-0.1
CCCCCCCNc1nc(N2CCOCC2)nc(N2CCOCC2)n1	-1	-0.8	10	0.0
O=C(NCC(c1ccsc1)N1CCCC1)c1ccc(Cl)cc1 (centres undefined)	-1	1.3	-3	-0.2
COc1cccc(OC(=O)c2cc3ccccc3oc2=O)c1	3	-1.4	16	0.6
Cc1ccc(NC(=O)Cc2cccc3ccccc23)c(O)c1	-13	2.2	-1	0.4
Cc1ccccc1OCC(=O)Nc1cc(Sc2ccccc2)cc([N+](=O)[O-])c1	-3	0.0	-4	-0.2
O=C(Nc1ccc(N2CCOCC2)cc1)c1ccc(OCc2ccc3ccccc3n2)cc1	0	-0.8	-5	-0.1
O=C(Nc1ccc(I)cc1)c1cc2cc(Br)ccc2oc1=O	8	-1.0	-2	-0.1
CC(NC(=O)CC1Sc2ccc(C(F)(F)F)cc2NC1=O)c1ccccc1 (centres undefined)	-4	1.4	-13	-0.1
Cc1nc2scc(-c3cccs3)c2c(=S)[nH]1	4	-1.6	-2	-0.2
CC(O)(COc1ccccc1)c1ccc2c(c1)CN(C1CCC1)CCO2 (centres undefined)	-5	-0.2	-15	0.2
CCN(CC)C(=O)CSc1nc(C)cc(C)n1	6	-0.4	-9	0.0
O=C(NCCC1=CCCCC1)C1CCCN1c1nnc(N2CCCC2=O)s1 (centres undefined)	-3	-1.3	4	0.0
COc1ccc(C2SCCN2C(=O)c2cc3ccccc3oc2=O)cc1OC (centres undefined)	-4	1.1	-3	0.0
CCN(Cc1ccncc1)Cc1ccc2c(c1)CN(C(=O)c1ccccc1)CCO2	-5	-0.6	5	0.0
COc1cc(-c2nc3scc(-c4ccccc4)c3c(=O)o2)cc(OC)c1OC	0	2.2	-12	0.1
CC1(C)CC(=O)C2=C(C1)N(c1ccc(Br)cc1)C(N)=C(C#N)C2c1cc(Br)cs1 (centres undefined)	-8	-0.4	-9	-0.1
Cc1cc(C)cc(NC(=O)C2CC23CCN(Cc2cccc(C)n2)CC3)c1 (centres undefined)	-2	-0.7	1	0.1
CC(Nc1ccc(Cl)cc1)C(=O)N/N=C/c1cc([N+](=O)[O-])ccc1O (centres undefined)	22	0.5	27	-0.1
COc1ccccc1OCC(=O)N/N=C(\C)C(C)C	11	-1.0	13	0.5
O=C(c1ccc([N+](=O)[O-])c(Cl)c1)N1CCN(Cc2ccc3c(c2)OCO3)CC1	51*	-0.3	30	-0.2
COc1cc(N2CCN(C(=O)Nc3ccc(F)c(Cl)c3)CC2)nc(OC)n1	-4	1.1	-3	0.1
C=CCOc1cccc(C(=O)NCc2ccc(F)cc2)c1	-3	0.1	-2	0.1
O=C(Nc1ccccc1C(=O)Nc1ccccc1F)c1cccc([N+](=O)[O-])c1	2	0.3	2	0.1
Cn1cnnc1SCC(=O)Nc1ccc(/C=C\c2ccccc2)cc1	-20	-0.1	11	0.2
O=C(NCc1ccccc1)C1CCCN(C(=O)N2CCOc3ccccc32)C1 (centres undefined)	-1	-0.4	0	-0.1
CC(C)c1ccc(NC(=O)COc2ccc(Br)cc2Br)cc1	-10	-0.4	0	0.0
N#Cc1c(-c2ccccc2)nc(SCc2nc(N)nc(N3CCCCC3)n2)[nH]c1=O	-2	-0.7	0	0.2
CCc1ccc(NC(=O)CSc2nc3ccsc3c(=O)n2C(C)CC)cc1 (centres undefined)	-2	1.5	7	0.1
CCCS(=O)(=O)N1CCN(C(=O)c2cccnc2)CC1	-17	-0.9	-2	0.0
Cc1ccc(S(=O)(=O)n2nc(OC(=O)c3ccc(Cl)c([N+](=O)[O-])c3)cc2N)cc1	-7	-1.1	13	0.1
C[C@@H]1NC(=O)[C@@H]2C[C@H](NC(=O)Nc3ccc(Cl)cc3)CN2C1=O	5	-0.1	14	0.4
Cc1ccccc1-n1c(SCC(N)=O)nc2ccccc2c1=O	-3	5.2*	-9	-0.2
CN1C(=O)/C(=C\c2ccccc2Br)c2ccccc21	-3	0.6	8	0.0
NC(=O)C1CCN(C(=O)C2CC(c3ccc(Cl)c(Cl)c3)=NO2)CC1 (centres undefined)	2	1.9	2	0.0
(more compounds)
SMILES	TEAD-YAP block	GPR151 ag	MITF inh	FBW7 activator
Cc1ccc2nc(N(Cc3ccccn3)C(=O)Cc3ccc(F)cc3)sc2c1	-7	-0.1	-16	0.0
CN(Cc1nccs1)C(=O)c1ccc(OC2CCN(CCc3ccccc3)CC2)cc1	16	2.1	13	0.4
CN(C)S(=O)(=O)N1CCC(n2nccc2NC(=O)Cc2ccccc2)CC1	4	2.8	5	0.0
C/C(CC(=O)Nc1cc(C)ccn1)=N\NC(=O)c1ccncc1	-8	0.1	-12	-0.4
O=C(N/N=C/c1ccc(OCC(=O)N2CCCCC2)cc1)c1ccccc1O	-9	1.1	20	0.2
CC(C)(C)NC(=O)C(C)(C)Oc1ccc(Cl)cc1	7	0.2	-18	0.2
Cc1c(Cl)cccc1-n1c(-c2cccc([N+](=O)[O-])c2)n[nH]c1=S	-2	-2.8	1	-0.1
Nc1cc(Cl)ccc1C(=O)OCC(=O)c1ccc(F)cc1	-67	-0.2	6	0.0
CCOCCCn1c(=S)[nH]c2cc(C(=O)N3CCC(Cc4ccccc4)CC3)ccc2c1=O	-5	0.5	0	-0.1
Cc1ccc(NC(=O)C23CC4CC(CC(C4)C2)C3)c([N+](=O)[O-])c1	5	-1.4	23	-0.3
COc1cc([N+](=O)[O-])ccc1NC(=S)N1CCN(c2ncccn2)CC1	-3	-1.6	-20	-0.1
